NR2E3 ag-1: NR2E3 (human) agonism; GST-NR2E3/biotin-RetCOR TR-FRET, 1536-well; inhibition of corepressor binding, % at 4.78 µM; hit rate 0.12% among 320,000; AID 2300;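 active means percent inhibition above the cutoff of mean plus 3 SD of all tested compounds, set per screening campaign, cut at about 20% in these data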;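 further: 0% = DMSO wells and 100% = biotin wells as full block of FRET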
Target sequence (Q9Y5X4 whole entry, looked up): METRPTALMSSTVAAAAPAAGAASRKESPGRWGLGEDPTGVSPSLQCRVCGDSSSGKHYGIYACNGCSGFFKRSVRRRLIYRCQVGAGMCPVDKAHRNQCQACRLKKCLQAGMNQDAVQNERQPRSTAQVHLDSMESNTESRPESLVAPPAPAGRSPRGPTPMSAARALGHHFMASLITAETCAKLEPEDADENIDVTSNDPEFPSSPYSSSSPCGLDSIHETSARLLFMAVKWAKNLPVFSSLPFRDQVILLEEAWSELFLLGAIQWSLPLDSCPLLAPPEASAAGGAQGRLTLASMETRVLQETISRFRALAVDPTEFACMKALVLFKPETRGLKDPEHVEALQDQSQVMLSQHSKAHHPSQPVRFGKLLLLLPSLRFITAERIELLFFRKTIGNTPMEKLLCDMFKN
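Test system – NR2E3–RetCOR corepressor complex · Quantity – NR2E3 fusion 1.35 nM · Buffer or medium – Tris pH 7.5 · Incubation – Compound–protein incubation for 5 h at 4 °C · Technique – TR-FRET, Eu(K)-anti-GST donor, streptavidin-D2 acceptor, ex 340, em 617/671 nm · Evaluation – percent inhibition of 671/617 nm emission ratio versus biotin and DMSO controls · Plate – 1536-well format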
NR2E3 ag-2: agonists of human NR2E3 nuclear receptor | Q9Y5X4 | CHO-S Gal4-NCOR/VP16-NR2E3 two-hybrid, luciferase | inhibition of corepressor binding, % at 3.98 µM | hit rate 0.35% among 360,000 | AID 602229;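 active means inhibition above the mean of all tested compounds plus 3 SD, cut at about 70% in these data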;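 further: 0% = DMSO with NR2E3 transfected cells and 100% = cells lacking NR2E3 construct; higher means lower luciferase signal from less NR2E3 corepressor binding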
CF NFkB inh: cystic fibrosis NF-kB activation inhibition; KKLEB NF-kB-GFP reporter, PAF-induced, GFP fluorescence overnight; inhibition, % at 5 µM; hit rate 0.86% among 360,000;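 active means at least 50% inhibition at 5 µM, scaled per plate between neutral and stimulator controls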;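 further: PAF is a Pseudomonas aeruginosa culture filtrate used as stimulus; plate controls were PAF-stimulated DMSO wells for no effect and unstimulated DMSO wells for full effect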
TWEAK-Fn14 inh: TWEAK-Fn14 signaling inhibition | TWEAK-stimulated Fn14 reporter cells, luciferase luminescence, 8 h | AID 1159606 | inhibition, % at 10 µM | hit rate 2% among 360,000; in the data active means inhibition above about 50%
Shn3 3UTR inh: inhibitors of Schnurri-3 3'UTR reporter in osteoblasts; AID 588674; inhibition, % at 12.5 µM; Clone20 osteoblast Shn3 3'UTR firefly luciferase, 24 h; hit rate 0.52% among 360,000;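 active means mean inhibition of at least 75% with every replicate also reaching 75%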;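 further: 0% = median of neutral control wells and 100% = pilot-screen positive control compound; some compounds past the cut are filed as inactive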
TRAIL sens C8: sensitizes caspase-8 expressing cells to TRAIL. NB7+C8 cells + TRAIL, ATPlite viability luminescence. inhibition (viability loss, TRAIL sensitization), % at 10 µM. hit rate 1% among 360,000;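 active means compounds causing at least 50% loss of cell viability in the single-dose screen, relative to plate controls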
Peg3 promoter: inhibitors of Peg3 promoter | HeLa PEG-Prom luciferase reporter, luminescence, overnight | inhibition, % at 20 µM | hit rate 1.7% among 360,000;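 active means inhibition of at least 50% at 20 µM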
TROY NFkB inh: TROY signaling inhibition | Q293 LMP1-TROYcd NF-kB luciferase reporter, 4 h | inhibition, % at 10 µM | hit rate 0.98% among 360,000 | AID 1347056;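 active means compounds whose plate-normalised and pattern-corrected inhibition of the luciferase reporter signal at the single screening dose is 50% or more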
MITF TRPM1 inh: inhibitors of MITF-driven TRPM1 promoter in melanoma cells; SK-MEL-5 TRPM1 promoter luciferase, 24 h; inhibition, % at 12.5 µM; hit rate 0.83% among 330,000;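 active means mean inhibition across replicates of 60% or more, whatever share of single replicates reaches that level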; further: values of inactives mirror those of a sister screen read the other way
KKLEB cytotox: reduces viability of KKLEB cystic fibrosis airway cells; KKLEB CF airway cells viability, ATPlite luminescence, overnight; hits give low values; cells stimulated with P. aeruginosa culture filtrate; activity change (cytotoxicity), % at 5 µM; hit rate 0.36% among 360,000; AID 602141;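 active means corrected activity change at or below -50% at 5 µM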
HIF-2a block: HIF-2a inhibition | 786-0 RCC cells HIF-2a reporter, luciferase luminescence, overnight | hit rate 0.72% among 360,000 | inhibition, % at 18.8 µM;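 active means inhibition of the luminescence signal of 40% or more relative to plate controls, in a single-dose primary screen at 18.75 µM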
The depositor's hits bear a star; . = no result given. A portion of the library, so the mix of outcomes need not match the whole.

SMILES	NR2E3 ag-1	NR2E3 ag-2	CF NFkB inh	TWEAK-Fn14 inh	Shn3 3UTR inh	TRAIL sens C8	Peg3 promoter	TROY NFkB inh	MITF TRPM1 inh	KKLEB cytotox	HIF-2a block
CCn1cc(SCC(=O)NC2CCCC2)c2ccccc21	5	2	-1	8	-7	-9	16	4	4	-12	9
CCOc1ccc(-c2nnc3ccc(SCC(=O)Nc4nc5ccc(C)cc5s4)nn23)cc1	2	-2	-31	15	26	19	9	16	8	-6	17
C=C(C)CCC(C)N1CCC(n2nccc2NC(=O)CCCc2ccccc2)CC1 (stereo unspecified)	-3	-10	-4	-11	-3	6	-1	-10	0	6	0
COc1ccc(C(=O)NCC2OCCc3ccccc32)c(O)c1 (stereo unspecified)	3	-98	-2	0	-40	2	-107	-52	-42	1	-172
CC1CCCCC1NC(=O)c1cccc(NC2=NC3CS(=O)(=O)CC3S2)c1 (stereo unspecified)	2	-7	-20	-3	4	-7	-8	-1	.	12	1
c1ccc(-n2nnnc2SCc2cn3ccccc3n2)cc1	-2	11	-11	13	2	17	-1	2	-3	-3	-5
COc1ccc(N=c2oc3c(OC)cccc3cc2C(=O)NCc2ccco2)cc1OC	0	-9	-1	-30	1	13	-29	-29	2	3	-2
C[C@@H]1CN(c2nc3nonc3nc2N2CCSCC2)C[C@H](C)O1	-1	-14	15	3	4	0	-2	-7	0	-20	14
Cc1ccc(C2CC(c3cccs3)=NN2C(=O)CCl)cc1 (stereo unspecified)	2	-22	77*	65*	-22	77*	28	-46	51	-61*	-127
CCCN(CCC)S(=O)(=O)c1ccc(C(=O)NCc2n[nH]c(=S)n2-c2ccc(Cl)c(Cl)c2)cc1	-2	14	-15	-16	2	-8	25	13	-1	21	12
O=C(CSCc1c(Cl)cccc1Cl)Nc1cccnc1	5	-24	13	-23	-5	6	-6	-20	1	-8	4
Cc1nc(-c2cccnc2)sc1C(N)=O	-6	12	-9	14	-26	-9	-10	6	1	2	7
CCOC(=O)C1CCCCN1Cc1ccc(F)c(Br)c1 (stereo unspecified)	4	-14	-2	-1	-15	2	8	4	13	-6	19
COc1ccccc1-c1cccc(-c2nc(C(=O)N3CCCCC3)cc3c2[C@H](CCO)N(S(=O)C(C)(C)C)C3)c1 (stereo partly specified)	.	11	5	18	10	-4	48	-20	.	-3	0
CC1(Cc2cn(CCC#N)c3ccccc23)OCCO1	0	-20	-4	-8	1	-15	-17	-7	7	8	-18

Rewritten comma-delimited: part of the list above.
structure,NR2E3 ag-1,NR2E3 ag-2,CF NFkB inh,TWEAK-Fn14 inh,Shn3 3UTR inh,TRAIL sens C8,Peg3 promoter,TROY NFkB inh,MITF TRPM1 inh,KKLEB cytotox,HIF-2a block
CC1CCCCC1NC(=O)c1cccc(NC2=NC3CS(=O)(=O)CC3S2)c1 (stereo unspecified),2,-7,-20,-3,4,-7,-8,-1,.,12,1
c1ccc(-n2nnnc2SCc2cn3ccccc3n2)cc1,-2,11,-11,13,2,17,-1,2,-3,-3,-5

(further entries)
SMILES	NR2E3 ag-1	NR2E3 ag-2	CF NFkB inh	TWEAK-Fn14 inh	Shn3 3UTR inh	TRAIL sens C8	Peg3 promoter	TROY NFkB inh	MITF TRPM1 inh	KKLEB cytotox	HIF-2a block
COc1ccc(C2=NO[C@@H]3C(=O)N(Cc4ccccc4)C(=O)[C@H]23)cc1OC	-2	-14	11	-6	-2	8	22	-14	0	0	16
CCn1cc(/C=C/C(=O)Nc2c(C)nn(Cc3ccccc3C)c2C)cn1	-1	18	10	15	10	-3	-2	5	-5	6	7
COc1ccc([N+](=O)[O-])cc1NC(=O)C(C)OC(=O)C1CC(=O)N(Cc2ccco2)C1 (stereo unspecified)	2	2	8	11	1	15	-6	12	5	-9	17
O=C(O)CCC(=O)Nc1ccc2c(c1)oc1ccccc12	1	-22	2	-5	9	5	-15	-10	2	13	-1
Cc1ccc(C)c(N2CCN(C(=O)c3cccn4c(=O)c5sccc5nc34)CC2)c1	1	-11	-2	7	12	14	29	7	12	-26	15
COCCCNC(=O)CCn1c(=O)c2ccccc2n(CC(=O)Nc2ccc(C)cc2C)c1=O	-1	-4	-5	-16	2	7	28	11	7	12	7
CCCC1=C(C(=O)OCC)C(c2ccc(O)cc2)n2ncnc2N1 (stereo unspecified)	0	2	-18	-2	-28	-1	-1	-11	-6	7	5
CC(=O)c1ccc(NC(=O)CCNS(=O)(=O)c2ccccc2F)cc1	5	14	-13	-1	-3	-4	8	-3	1	-5	5
CCN(CC)S(=O)(=O)c1cccc(NC(=O)COC(=O)C2COc3ccccc3O2)c1 (stereo unspecified)	1	-24	1	-4	-6	-3	6	-8	5	11	3
O=C(Nc1cnn(Cc2ccc(F)cc2)c1)c1noc2c1CCCC2	-2	25	-31	-14	-48	-16	-192	-44	-67	-5	-303
S=C1NCN(Cc2cccnc2)CN1c1cccc2ccccc12	1	-7	-8	9	1	4	5	-14	.	-3	-24
Cc1ccc(C(=O)N(CC(=O)NC2CCCC2)c2ccc3c(c2)OCCO3)s1	4	-12	-2	-11	1	-2	-4	5	.	-2	10
Cc1cc(NS(=O)(=O)c2ccc(NC(=O)C(C)N3C(=O)c4ccccc4C3=O)cc2)nc(C)n1 (stereo unspecified)	-2	13	-4	-19	10	-2	16	-8	1	-13	14
C[C@]12c3[nH]c4ccccc4c3CCN1C(=O)C(CC(=O)NCCN1CCOCC1)C[C@@H]2C(=O)N1CCOCC1 (stereo partly specified)	.	-31	-2	3	-16	-5	0	2	6	5	2
COc1ccc(C=C2CS(=O)(=O)CC(=Cc3ccc(OC)cc3)C2=O)cc1	.	9	92*	88*	71	-11	97*	56*	.	-18	86*
Cc1ccc[n+](CC(=O)c2ccc(Br)cc2)c1	.	-1	-7	16	-1	20	11	-6	-1	3	16
CCc1ccc(-c2csc3ncn(CC(=O)N4CCOCC4)c(=O)c23)cc1	2	2	-1	-9	-12	1	9	-21	4	-3	22
CCc1sc(NC(=O)CCC(=O)O)nc1-c1cc2ccccc2oc1=O	2	-10	-1	-7	-27	-10	6	-7	-4	5	11
COc1ccc(-c2nc(-c3ccc(NC(=O)c4ccc(Br)o4)cc3)no2)cc1OC	0	-40	-4	-115	17	37	54*	-57	3	-6	-166
Cc1ccc(S(=O)(=O)N2CCOCC2)cc1NC(=O)COC(=O)Cn1c(C)csc1=O	-5	-24	-32	2	-14	7	2	0	-3	-2	-1
CCOC(=O)c1cnc(SCC(=O)OCC(=O)N(CC)C2CCS(=O)(=O)C2)nc1N (stereo unspecified)	1	12	-15	3	-3	6	-3	22	-4	9	9
Cc1c(C(=O)O)sc2nc(-c3cccs3)cc(C(F)(F)F)c12	1	0	-34	13	-14	15	33	17	1	0	16
CC1CC(C)CN(CC(=O)Nc2ccc(S(N)(=O)=O)cc2)C1 (stereo unspecified)	-4	-14	11	12	11	-12	6	3	-2	1	7
Cc1cnc(C(=O)OCC(=O)C23CC4CC(CC(C4)C2)C3)cn1	1	-2	8	-9	11	11	-4	-13	3	-6	5
CCn1nnc(NC(=O)C(C)(c2ccccc2)c2ccccc2)n1	-1	1	8	3	12	-6	0	10	4	-1	20
CCCCCCCNc1nc(Cl)nc(NCCO)n1	3	13	5	7	-5	24	15	4	6	3	18
COC(C[C@@H]1O[C@@H]1C(=O)[C@@H](C)OCc1ccccc1)OC	2	-14	5	4	10	-16	7	-5	9	12	7
O=C(Nc1ccc(Cl)cn1)c1ccc(COc2ccccc2Br)o1	-3	-119	-9	4	-16	-7	-191	-34	-54	-6	-235
CCOC(=O)C1=c2/c(=C/c3ccncc3)c(N)c(C(=O)OC)n2C(=O)C(c2ccncc2)S1 (stereo unspecified)	-3	-15	-26	-24	9	3	18	-4	-1	15	23
O=C(CSc1nnc(-c2cc(-c3cccs3)nc3ccccc23)o1)NC1CCCCC1	1	-39	-8	9	-4	10	-95	-61	3	-13	-116
CCN1/C(=C/c2ccc3cc(C)ccc3[n+]2CC)Sc2ccc3sccc3c21	-6	25	-137	32	93*	94*	111*	29	100*	10	27
CC1=C(C(=O)Nc2ccc(C)cc2C)C(c2cccs2)NC(=S)N1 (stereo unspecified)	4	-15	6	19	3	-1	6	-12	8	13	11
C=CCn1c(=O)/c(=C/c2ccc(Cl)cc2)s/c1=C(/C#N)c1nnc2n1CCCCC2	-2	0	6	5	-10	0	31	13	-3	-2	4
Cc1ccccc1NC(=O)CNC(=O)c1ccc(C(F)(F)F)cc1	1	-6	6	-15	-24	-1	-26	-31	-4	-3	-37
O=C1N(c2ccc3c(c2)OCCO3)C(c2ccccc2)C1(F)F (stereo unspecified)	0	6	-21	-11	6	-4	-12	3	4	13	19
CSc1nc2cc(C)nn2c(-c2ccc(C(C)(C)C)cc2)c1C#N	4	-15	-4	-11	3	20	8	5	3	0	6
O=C(CSCc1cnn(-c2ccccc2)c1-n1cccc1)NCc1cccs1	0	-4	-3	24	2	11	15	8	-2	-5	3
COc1cc(/C=N/NC(=O)CCc2n[nH]c(=O)[nH]c2=O)cc(OC)c1OC	-1	-1	12	-17	22	-3	3	2	-13	2	5
Cc1nn(C)c(C)c1NS(=O)(=O)c1ccccc1Cl	2	26	-12	-3	8	-4	8	0	-3	10	4
COCCn1c(SCC#N)nnc1-c1ccccc1O	0	0	7	12	-19	14	12	11	-2	14	9
COc1ccc(C)cc1NC(=O)C1CCN(S(=O)(=O)c2cccc3cccnc23)CC1	1	-15	10	16	1	-1	3	-5	11	1	7
COCc1c(C(=O)N/N=C/C2CC=CCC2)nnn1-c1nonc1N (stereo unspecified)	-1	-21	-3	-4	-9	-6	4	8	4	-1	26
Cn1cc(SCC(=O)N2CCCc3ccccc32)c2ccccc21	-1	-13	5	8	3	6	0	-13	1	5	10
CCN1C(=O)C(=O)N(CC(=O)c2cc(C)n(C3CC3)c2C)C1=O	2	-31	-10	5	-79	1	-183	2	-45	-8	-150
COc1ccc(S(=O)(=O)NC(CC(=O)N2CCc3ccccc32)c2ccco2)cc1 (stereo unspecified)	0	-37	-7	-13	-1	1	14	-26	1	6	-1
COc1ccc(OC)c(-n2c(-c3cccc(C)c3)n[nH]c2=S)c1	3	-8	-6	0	7	2	1	-10	1	-2	19
CCN(CC)C(=O)c1ccc(C(=O)c2c(C)cc(C)cc2C)cc1	2	6	7	-8	-30	10	3	8	-2	-8	14
Cc1cc(N2CCN(c3ccccc3)CC2)nc(-n2nc(C)cc2C)n1	-2	82*	-12	16	32	15	-3	4	1	8	-3
COc1ccc(CCNC(=O)c2ccc(-c3ccc([N+](=O)[O-])cc3Cl)o2)cc1	5	-20	-12	-30	-2	11	2	13	-4	2	26

Shown as a hit in MITF TRPM1 inh, of those listed so far:
SMILES | NR2E3 ag-1 | NR2E3 ag-2 | CF NFkB inh | TWEAK-Fn14 inh | Shn3 3UTR inh | Peg3 promoter | MITF TRPM1 inh | HIF-2a block
CCN1/C(=C/c2ccc3cc(C)ccc3[n+]2CC)Sc2ccc3sccc3c21 | -6 | 25 | -137 | 32 | 93* | 111* | 100* | 27

Bioassay records deposited in PubChem by several laboratories.
